# KOR beta-arrestin-1: kappa opioid receptor activators – cell-based, luminescence, uHTS, primary screen (AID 1777); activation, % at 10 µM, or EC50 in µM where a hit was titrated; KOR beta-arrestin recruitment, luminescence; higher % means a stronger effect; 280,000 compounds, 0.02% hits; in the data active means activation above about 50%, passing the limit was not always enough; further: a part of the inactive calls stands beside numbers as strong as those of hits
# PMI inhibitors: inhibitors of human PMI, primary screen, biochemical, fluorescence intensity, coupled assay (AID 1209); purified PMI enzyme, coupled fluorescence intensity; higher % means a stronger effect; one-dose inhibition, % at 20 µM; IC50 in µM for titrated hits; 190,000 compounds, 0.42% hits;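 further: plate controls were DMSO vehicle for no effect and wells lacking substrate for full effect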
# NOD1 NF-kB reporter: inhibition of NOD1-driven NF-kB reporter – cell-based, luminescence, uHTS, primary screen (AID 1578); NOD1-driven NF-kB luciferase reporter cells, luminescence; higher % means a stronger effect; inhibition, % at 4 µM, or EC50 in µM where a hit was titrated; 290,000 compounds, 1% hits; in the data active means inhibition mostly above about 36%, no sharp cut-off; inactive means mostly below about 34%;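 further: HEK-293T reporter cells stimulated with the NOD1 agonist gamma-tri-DAP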
# TNAP activation fold: stimulation of alkaline phosphatase TNAP activity – biochemical, luminescent, no phosphate acceptor, uHTS, primary screen (AID 1001) | purified TNAP, luminescent activation assay, no phosphate acceptor; higher activation fold means a stronger effect | one-dose activation fold at 20 µM; EC50 in µM for titrated hits | 200,000 compounds, 0.03% hits; in the data active means activation fold from about 3, or a potency from the dose series; inactive means the rest, 99 in 100 with activation fold below about 1.6; further: many of its hits are not listed in these tables
# LYP inhibition: inhibitors of LYP phosphatase, biochemical, fluorescence intensity, uHTS (AID 1779). recombinant LYP phosphatase, fluorescence intensity; higher % means a stronger effect. inhibition, % at 11.5 µM, or IC50 in µM where a hit was titrated. 290,000 compounds, 0.054% hits;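 further: plate controls were vehicle with enzyme for no effect and no enzyme for full effect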
# PMI inhibition: MPI inhibition at elevated mannose 6-phosphate – biochemical, fluorescence intensity, high mannose 6-phosphate, primary screen (AID 1220); recombinant PMI enzyme, coupled fluorescence intensity; higher % means a stronger effect; inhibition, % at 20 µM; hits with a dose series show IC50 in µM; 190,000 compounds, 0.66% hits
# KOR beta-arrestin-2: kappa opioid receptor blockers – cell-based, luminescence, uHTS (AID 1778); KOR beta-arrestin recruitment, luminescence, antagonist mode; higher % means a stronger effect; inhibition, % at 10 µM; hits with a dose series show IC50 in µM; 290,000 compounds, 0.091% hits; further: strong numbers were not always called active
# XIAP antagonists: XIAP antagonists, biochemical, IAP family, fluorescence polarization (AID 1018); XIAP BIR domain, fluorescence polarization peptide displacement; higher % means a stronger effect; displacement, % at 20 µM, or IC50 in µM where a hit was titrated; 200,000 compounds, 0.007% hits; in the data active means displacement above about 50%; further: a part of the inactive calls stands beside numbers as strong as those of hits
# HEK293 NOD2/NF-kB: inhibition of NOD2-driven NF-kB reporter – cell-based, luminescence, uHTS, HEK293 (AID 1566) | HEK293 NOD2/NF-kB luciferase reporter, luminescence; higher % means a stronger effect | inhibition, % at 4 µM, or EC50 in µM where a hit was titrated | 290,000 compounds, 0.63% hits; further: many of its hits are not listed in these tables
# Numbers without * were called inactive; nt = not tested or not shown; [ ] = another dose, or the depositor's remark. Unless noted, no stated cut-off is given here; in the data, active means inhibition above about 50%; inactive means the rest. These rows are one share of the data; the hit share may differ from the screen's.
# Each structure is followed by: KOR beta-arrestin-1, PMI inhibitors, NOD1 NF-kB reporter, TNAP activation fold, LYP inhibition, PMI inhibition, KOR beta-arrestin-2, XIAP antagonists, HEK293 NOD2/NF-kB
Cc1ccc(O)c(C(=O)c2cnn(-c3ccc(S(=O)(=O)N4CCOCC4)cc3[N+](=O)[O-])c2)c1
    1.7%, 8.3%, -0.9%, 0.9, -7.1%, 5.7%, -5.7%, 1.2%, 12.9%
CCOc1ccc(NC(=O)c2oc3ccccc3c2NC(=O)CC)cc1
    2.1%, 3.3%, -10.7%, 1.1, -2.4%, 3.2%, -7.0%, -1.3%, 0.3%
COc1ccc(C(=O)Nc2cccc(-c3ccc4nncn4n3)c2)cc1OC
    -2.2%, -7.4%, -29.2%, 1.1, -10.1%, -6.9%, 8.9%, 0.0%, 7.9%
O=C(CCN1CCN(C/C=C/c2ccccc2)CC1)Nc1cccc(F)c1
    -1.8%, -5.2%, -20.7%, 1.1, 3.2%, -6.8%, 8.2%, 0.1%, 0.2%
O=C(OCC(=O)N1CCCC1)c1ccc(O)cc1
    7.6%, nt, -11.0%, nt, -7.8%, nt, -49.1%, nt, -10.0%
O=C(Nc1ccccc1)c1ccc(NCc2cccnc2)c(S(=O)(=O)N2CCOCC2)c1
    -1.5%, 11.2%, -24.1%, 1, -2.8%, 4.5%, -21.3%, -3.7%, -0.9%
CC(C)OP(=O)(OC(C)C)C(Nc1ccccc1)c1cccc2c1OCO2 (stereo not given)
    2.3%, 18.1%, 25.5%, 1.1, -1.8%, 13.1%, -25.1%, -6.9%, 5.9%
Cc1cc(C(=O)COC(=O)c2cccs2)c(C)n1-c1c(C)n(C)n(-c2ccccc2)c1=O
    3.5%, 9.3%, 7.8%, 1.1, -9.7%, 5.3%, -7.1%, -3.8%, 0.3%
CCCc1cc(=O)n2[nH]c(SCc3ccccc3)nc2n1
    nt, 18.6%, -26.0%, 1.1, -3.6%, 13.1%, -51.2%, -7.4%, 12.7%
COC(=O)C(Cc1ccc(O)cc1)NC(=O)C(CC(=O)OC(C)(C)C)NC(=O)OC(C)(C)C (stereo not given)
    -2.0%, -21.7%, -26.6%, 1, -8.9%, -15.6%, 6.8%, -2.9%, 8.0%
CC(=O)NC1CCC(C(=O)O)(c2ccccc2)C1 (stereo not given)
    -5.1%, 13.9%, -12.5%, 1.1, -1.8%, 8.5%, 23.9%, -4.2%, 6.2%
COC(=O)/C=C/c1ccc2c(c1)OCO2
    -10.3%, -0.9%, -7.2%, 1.2, -1.8%, 5.5%, 12.2%, -3.4%, 10.0%
Cc1cc2oc(=O)cc(CN(C)Cc3ccccc3F)c2cc1Cl
    1.5%, nt, -50.1%, nt, -0.7%, nt, -19.7%, nt, -50.1%
Cc1nc2cc(-c3cccc(F)c3)nn2c(C)c1CCC(=O)N1CCN(c2ccccn2)CC1
    -3.5%, nt, -14.1%, nt, 0.0%, nt, 18.9%, nt, -5.6%
COC(=O)C(CCSC)NC(=O)C(NC(=O)C1CCC(C)CC1)C(C)C (stereo not given)
    -1.4%, -2.8%, -0.5%, 1.1, -3.3%, -5.7%, 22.9%, -22.4%, 14.4%
COCCOC(=O)c1[nH]c2c(c1C)C(=O)CC(c1ccc(N(C)C)cc1)C2 (stereo not given)
    -3.3%, 11.9%, -23.1%, 1.1, 3.4%, 4.7%, -4.9%, -5.7%, -13.2%
CCCCOc1c(C(=O)Nc2ccccc2)nnn1-c1ccccc1
    -2.3%, -17.1%, -37.1%, 1, -3.4%, -18.7%, 11.7%, -0.6%, -12.9%
COc1cc2c(cc1OC)C(C)N(CC(=O)Nc1ccc(C)c(S(=O)(=O)N3CCOCC3)c1)CC2 (stereo not given)
    5.2%, nt, 12.3%, nt, -9.9%, nt, -43.4%, nt, 41.0%
Cn1c(CNC(=O)CCNC(=O)c2cccc(Cl)c2)cc(=O)n(C)c1=O
    6.3%, nt, -3.0%, nt, -9.3%, nt, -22.5%, nt, 14.7%
COc1ccc2cc(C(=O)NCc3ccccc3)c(=Nc3ccc(C(=O)O)cc3)oc2c1
    0.1%, -4.9%, -10.0%, 1, -0.3%, -8.1%, -2.5%, -8.0%, 9.0%

# One compound at a time (already shown). Order of values: KOR beta-arrestin-1, PMI inhibitors, NOD1 NF-kB reporter, TNAP activation fold, LYP inhibition, PMI inhibition, KOR beta-arrestin-2, XIAP antagonists, HEK293 NOD2/NF-kB
# Cc1cc(C(=O)COC(=O)c2cccs2)c(C)n1-c1c(C)n(C)n(-c2ccccc2)c1=O as listed: 3.5%, 9.3%, 7.8%, 1.1, -9.7%, 5.3%, -7.1%, -3.8%, 0.3%
# Cn1c(CNC(=O)CCNC(=O)c2cccc(Cl)c2)cc(=O)n(C)c1=O as listed: 6.3%, nt, -3.0%, nt, -9.3%, nt, -22.5%, nt, 14.7%
# O=C(CCN1CCN(C/C=C/c2ccccc2)CC1)Nc1cccc(F)c1 as listed: -1.8%, -5.2%, -20.7%, 1.1, 3.2%, -6.8%, 8.2%, 0.1%, 0.2%
# CC(C)OP(=O)(OC(C)C)C(Nc1ccccc1)c1cccc2c1OCO2 (stereo not given) as listed: 2.3%, 18.1%, 25.5%, 1.1, -1.8%, 13.1%, -25.1%, -6.9%, 5.9%

# The listing continues.
# Each structure is followed by: KOR beta-arrestin-1, PMI inhibitors, NOD1 NF-kB reporter, TNAP activation fold, LYP inhibition, PMI inhibition, KOR beta-arrestin-2, XIAP antagonists, HEK293 NOD2/NF-kB
O=c1c2c([nH]c3ccccc13)CCC2
    -2.4%, nt, -2.0%, nt, -10.0%, nt, -23.5%[20 µM], nt, -1.6%
CSc1nncc(/C(C)=N\Nc2ccccc2)n1
    -1.4%, -41.4%, 2.9%, 1, -0.8%, -88.4%, -5.2%, -3.6%, 2.1%
Cc1cnc(=O)[nH]c1SCc1cccc(C(F)(F)F)c1
    -1.3%, nt, -14.0%, nt, -12.8%, nt, -13.4%, nt, 12.1%
C=CCn1c(C)cc(C(=O)CSc2n[nH]c(N)n2)c1C
    -1.0%, 8.8%, -29.6%, 1, -2.0%, 2.6%, -23.8%, -5.0%, -15.1%
O=C(CSc1nc(N2CCCCC2)nc(N2CCCCC2)n1)N1CCc2ccccc21
    3.9%, 14.1%, -14.7%, 1, 4.3%, 12.0%, 6.9%, -20.1%, -14.6%
CC(C)OCC(O)CN1CCN(CC(O)COc2ccc3c(c2)OCO3)CC1 (stereo not given)
    2.2%, 12.6%, -19.8%, 1.1, 0.2%, 11.4%, -11.9%, -3.5%, -30.6%
CC(=O)c1ccc(-n2c(CCC(=O)O)ccc2-c2ccc(C)cc2)cc1
    -5.5%, nt, -8.4%, nt, -5.2%, nt, -10.3%, nt, 3.2%
Cc1nc(C)n(CC(=O)N2CCCC(C(=O)c3cccc4ccccc34)C2)n1 (stereo not given)
    1.3%, 7.2%, -24.8%, 1.1, -3.3%, 11.0%, -23.0%, -12.5%, -9.0%
COc1ccc(NC(=O)C(OC(=O)c2ccc([N+](=O)[O-])o2)c2ccccc2)cc1Cl (stereo not given)
    -2.0%, 17.3%, 32.3%, 1, 1.5%, 23.0%, 20.9%, -3.9%, 4.0%
C=CCN1C(=NC(=O)CCCC(=O)O)SC2CS(=O)(=O)CC21 (stereo not given)
    2.1%, 1.9%, -12.1%, 1.1, -8.7%, 7.9%, 10.4%, -1.7%, 18.0%
Cc1ccnc2nc(C(=O)NC3=NCCS3)nn12
    5.0%, -8.6%, 16.6%, 1.1, -1.9%, -5.2%, 21.8%, -1.5%, 0.9%
CCCn1cc(C(CC(=O)O)C(=O)O)c2ccccc21 (stereo not given)
    6.4%, -1.0%, -11.3%, 1.1, -5.9%, -10.5%, -36.5%, -3.1%, -10.6%
CCCC(=O)c1ccc(N2CCC(C)CC2)c(F)c1
    -1.8%, 5.2%, -31.7%, 1, -2.1%, 2.4%, -26.2%, -3.0%, -5.5%
O=C(Nc1ccc2c(c1)ncn2-c1ccccc1)c1ccco1
    2.3%, 7.2%, -25.8%, 0.9, 1.2%, 8.1%, -19.1%, -5.7%, -38.7%
CC(C)S(=O)(=O)c1csc(NC(=O)Nc2ccc(Cl)cc2)c1Cl
    4.2%, nt, -17.2%, nt, 13.1%, nt, 4.8%, nt, -17.9%
COc1ccc(S(=O)(=O)N2CCN(c3cccc(C)c3C)CC2)cc1
    -2.8%, 9.7%, 22.1%, 1.2, -4.3%, 5.8%, 16.3%, 0.8%, 8.3%
COCCNc1oc(/C=C/c2ccc(F)cc2)nc1S(=O)(=O)c1ccccc1
    2.3%, nt, 2.2%, nt, -3.2%, nt, 9.5%, nt, -0.6%
O=C(NC(=S)Nc1ccc(CN2CCOCC2)cc1)c1ccc(-c2cccc(Cl)c2)o1
    0.3%, nt, 3.7%, nt, -1.3%, nt, -35.6%, nt, 17.3%
CC1(C)C2([N+](=O)[O-])CN3CC1([N+](=O)[O-])CN(C2)C31CCCC1
    3.2%, -3.4%, -19.4%, 1, -3.9%, -5.4%, -41.8%, -7.8%, -2.2%
Cc1ccccc1NC(=O)c1ccc2ccccc2c1
    -3.4%, nt, -65.5%, nt, -3.1%, nt, -47.4%[20 µM], nt, -58.9%
COc1ccccc1NS(=O)(=O)c1cc(NC(=O)c2ccc3ccccc3n2)ccc1Cl
    8.7%, 1.6%, -24.5%, 1.1, 8.8%, 13.6%, -25.1%, -3.5%, 0.0%
Cc1nn(C)cc1/C=N/n1nnnc1N
    -7.6%, 0.2%, 5.6%, 1.1, -11.5%, -0.8%, 5.9%, -2.8%, 17.6%
O=C(c1ccco1)N1CCN(Cc2nc3ccccc3c(=O)n2-c2ccc(F)cc2)CC1
    -7.0%, 1.3%, 2.6%, 1.2, -8.3%, -1.4%, 26.0%, -2.6%, 12.4%
Cc1c(C(=S)NC(=O)C2CC2)c(=O)n(-c2ccccc2)n1C
    -1.1%, -1.7%, -33.3%, 1, -2.8%, -2.2%, -17.3%, 0.5%, -3.2%
Cc1ccc2nc(C)cc(C(=O)N/N=C/c3ccncc3)c2c1
    10.5%, nt, -23.8%, nt, -2.4%, nt, -7.9%, nt, 9.1%
O=C(Cc1ccccc1)N[C@@H](Cc1ccccc1)C(=O)O
    1.4%, 7.3%, -31.8%, 1.1, -5.8%, 0.7%, -16.3%, -7.8%, 0.8%
O=C(NNc1cccc(Cl)n1)Nc1ccccc1
    4.6%, 3.2%, 6.6%, 1.1, -3.0%, 1.6%, -95.2%, -1.7%, 9.8%
Cc1ccc(C)c(NC(=O)N2CCCCCC2)c1
    1.5%, nt, -12.8%, nt, -8.1%, nt, 0.4%, nt, 14.6%
COc1ccccc1C1/C(=C(/O)c2ccc(C)cc2)C(=O)C(=O)N1CC(C)O (stereo not given)
    -2.5%, -0.3%, 2.3%, 1.1, -7.7%, -4.2%, 16.0%, -1.9%, 19.6%
O=C(NC1CCS(=O)(=O)C1)OC1CCCCC1 (stereo not given)
    -2.5%, -9.4%, -11.3%, 1.1, -8.3%, 0.8%, 17.4%, -9.2%, 7.4%
O=C(NNS(=O)(=O)c1ccccc1)c1cccnc1
    6.0%, nt, -6.1%, nt, -5.7%, nt, -13.9%, nt, 11.0%
CCCN1CCC(=NNc2ccc(C(=O)O)cc2)CC1
    -1.2%, -75.8%, -6.9%, 1.1, -14.3%, -201.1%, 21.0%[20 µM], -7.5%, -23.7%
C=CCOc1ccc(CNn2cn[nH]c2=S)cc1
    0.2%, -2.8%, 12.3%, 1, -12.2%, -7.8%, -1.9%, -4.2%, 14.3%
COc1cccc(C(=O)Nc2ccc(Cl)c(C(F)(F)F)c2)c1
    3.6%, 24.4%, -30.7%, 1.1, 6.5%, 19.1%, -10.9%, 0.1%, -18.7%
Cc1ccc(S(=O)(=O)N2CCC(C(=O)N[C@@H](C)C(=O)Nc3ccc(F)cc3)CC2)cc1
    3.8%, nt, -18.7%, nt, 0.6%, nt, -5.6%, nt, -5.9%
